Bioassay records: PubChem, several laboratories
PLCg1 inh: PLC-gamma1 enzyme inhibitors, primary screen, biochemical, fluorescence, purified enzyme. 1-phosphatidylinositol 4,5-bisphosphate phosphodiesterase gamma-1 (Homo sapiens), P19174. fluorogenic substrate. inhibition, % at 12.2 µM. hit rate 0.84% among 370,000. AID 720700, 2013; in the data active = inhibition above about 9.5%
Target sequence (P19174 whole entry, looked up): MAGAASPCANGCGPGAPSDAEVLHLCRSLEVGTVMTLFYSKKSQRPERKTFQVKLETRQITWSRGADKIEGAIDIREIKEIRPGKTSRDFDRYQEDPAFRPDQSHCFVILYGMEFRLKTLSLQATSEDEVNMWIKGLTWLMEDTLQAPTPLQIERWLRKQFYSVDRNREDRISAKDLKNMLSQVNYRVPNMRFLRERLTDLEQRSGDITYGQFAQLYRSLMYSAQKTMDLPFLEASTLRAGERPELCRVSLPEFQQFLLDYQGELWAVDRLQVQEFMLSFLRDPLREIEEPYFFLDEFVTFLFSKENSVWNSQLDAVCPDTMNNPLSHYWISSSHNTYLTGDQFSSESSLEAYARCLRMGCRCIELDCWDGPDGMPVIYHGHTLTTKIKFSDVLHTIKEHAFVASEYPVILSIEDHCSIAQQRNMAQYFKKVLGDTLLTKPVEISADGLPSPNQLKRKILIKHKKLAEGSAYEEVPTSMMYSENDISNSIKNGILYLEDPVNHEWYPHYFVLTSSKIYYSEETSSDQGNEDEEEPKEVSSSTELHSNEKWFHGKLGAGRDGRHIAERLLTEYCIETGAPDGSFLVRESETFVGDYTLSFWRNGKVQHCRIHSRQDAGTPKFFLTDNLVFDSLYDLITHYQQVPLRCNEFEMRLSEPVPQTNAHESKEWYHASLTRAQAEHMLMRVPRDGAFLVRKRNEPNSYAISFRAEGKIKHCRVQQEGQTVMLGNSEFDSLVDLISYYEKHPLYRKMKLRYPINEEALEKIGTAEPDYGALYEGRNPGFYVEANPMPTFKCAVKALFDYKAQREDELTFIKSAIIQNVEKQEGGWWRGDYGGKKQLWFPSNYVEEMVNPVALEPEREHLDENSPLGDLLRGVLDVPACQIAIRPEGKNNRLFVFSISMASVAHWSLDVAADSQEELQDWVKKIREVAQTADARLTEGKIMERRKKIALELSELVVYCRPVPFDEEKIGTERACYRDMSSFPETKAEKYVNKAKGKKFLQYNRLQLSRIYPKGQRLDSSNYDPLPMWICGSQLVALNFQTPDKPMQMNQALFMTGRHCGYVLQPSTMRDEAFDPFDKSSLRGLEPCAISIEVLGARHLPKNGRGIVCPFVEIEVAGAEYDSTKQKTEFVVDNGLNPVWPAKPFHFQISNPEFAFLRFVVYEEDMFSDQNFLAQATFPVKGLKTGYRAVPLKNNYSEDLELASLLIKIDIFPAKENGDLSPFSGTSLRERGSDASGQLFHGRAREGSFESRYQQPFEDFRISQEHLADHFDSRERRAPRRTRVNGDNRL
ASAP1 inh: inhibitors of human ASAP1 ArfGAP activity, primary screen, biochemical, fluorescence polarization; AID 624377, 2012; hit rate 0.19% among 360,000; inhibition, % at 16.5 µM; ASAP1-stimulated ARF1 GTP hydrolysis, GDP FP detection; Arf-GAP with SH3 domain, ANK repeat and PH domain-containing protein 1 (Homo sapiens), …; in the data active = inhibition above about 25%;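 note: 0% = vehicle with enzyme and substrate and 100% = no enzyme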
PLC-beta3 inh: human PLC-beta3 inhibitors, primary screen, biochemical, fluorescence. 1-phosphatidylinositol 4,5-bisphosphate phosphodiesterase beta-3 (Homo sapiens), Q01970. Purified PLC-beta3, fluorogenic substrate. inhibition, % at 12.2 µM. hit rate 0.18% among 370,000; in the data active = inhibition above about 11%;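 note: 0% = median of compound wells on plate and 100% = full blocker control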
NR1D1 modulator: modulators of Rev-erb alpha DNA binding, primary screen, biochemical, FITC-DNA, fluorescence polarization, uHTS; Rev-erbα–FITC-DNA binding, 90 min; activity, % at 10 µM; hit rate 0.79% among 370,000; AID 1259318, 2017;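 active = activity above about 14%, limit read from the data; passing the limit was not always enough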;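 note: 0% = DMSO wells with 35 nM protein and 100% = DMSO wells with 750 nM protein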
UHRF1 binding: UHRF1 methylated DNA binding inhibitors, primary screen, counter-screen for MBD2 inhibitor project, biochemical, TR-FRET, human UHRF1, single concentration; hit rate 0.75% among 370,000; AID 687016, 2013; inhibition, % at 4.4 µM; UHRF1 binding to methylated oligo; E3 ubiquitin-protein ligase UHRF1 (Homo sapiens), Q96T88; in the data active = inhibition above about 21%;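 note: UHRF1 SRA domain binding a hemimethylated CpG hairpin DNA probe; 0% = median of test compound wells and 100% = reference inhibitor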
ARFGAP1 inh: inhibitors of rat ARFGAP1 GAP activity, primary screen, biochemical, fluorescence polarization, GDP tracer; ADP-ribosylation factor GTPase-activating protein 1 (Rattus norvegicus), Q62848; Arfgap1-stimulated ARF1 GTP hydrolysis, GDP FP detection; inhibition, % at 16.5 µM; hit rate 0.26% among 360,000;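 active = inhibition above a per-plate limit, mean inhibition of low control wells plus 3 SD, cut at about 25% in these data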;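 note: 0% = DMSO wells with enzyme and 100% = wells lacking Arfgap1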
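Assay system: purified rat His6-Arfgap1 residues 1-136 (GAP domain); Reagent: human Δ17 ARF1 bound to GTP; Dosing: 16.5 µM single point, 1.26% DMSO; Times: GTP hydrolysis reaction 2 h at 25 °C; Signal: FP, GDP Alexa 633 tracer displaced from anti-GDP antibody, 620/688 nm; Measure: % inhibition from polarization.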
Tn6 DDE FP: inhibitors of Tn6 peptide binding to fibrin DD(E), primary screen, biochemical, fluorescence polarization, human fibrin, Tn6 probe; AID 720509, 2013; hit rate 0.21% among 370,000; inhibition, % at 8.3 µM; Fibrinogen beta chain (Homo sapiens), P02675; Fibrin DD(E) TRITC-Tn6 fluorescence polarization displacement;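 active = inhibition above a per-campaign cutoff: mean of compounds within control limits plus 3 SD, cut at about 15% in these data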;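 note: 0% = median of all compound wells on the plate and 100% = blocking peptide control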
Tn7 DDE FP: inhibitors of Tn7 peptide binding to fibrin DD(E), primary screen, biochemical, fluorescence polarization, human fibrin, Tn7 probe; hit rate 0.13% among 370,000; Fibrinogen beta chain (Homo sapiens), P02675; inhibition, % at 8.3 µM; FP displacement of FITC-Tn7 peptide from fibrin DD(E); 0% = median of compound wells per plate;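 active = inhibition above the mean of compounds falling within the control limits plus 3 SD of them, cut at about 14% in these data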;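 note: 0% = plate median of compound wells and 100% = 10 µM Aha-Tn7 peptide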
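Assay system: human fibrin DD(E) protein / Input: 2 µM fibrin DD(E) / Benchmarks: high control of 10 µM Aha-Tn7 peptide / Measured by: fluorescence polarization of the labelled Tn7 tracer / Medium: Tris buffer with calcium and detergent, pH 7.8 / Timing: 10 min compound pre-incubation, 3 h probe incubation at room temperature / Repeats: one replicate per compound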
KLK7 zymogen act: proKLK7 zymogen activators, primary screen, biochemical, fluorescence intensity; purified proKLK7, EDANS-DABCYL substrate fluorescence; 100% is mature enzyme control, 0% vehicle; AID 652039, 2013; hit rate 0.9% among 370,000; activation, % at 7 µM;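 active = activation above the mean of all tested compounds plus 3 SD, computed per campaign excluding outliers beyond control limits, cut at about 13% in these data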
HGIII-sPLA2 inh: human group III sPLA2 inhibitors, primary screen, biochemical, QFRET, BODIPY PC-A2 liposome substrate; Group 3 secretory phospholipase A2 (Homo sapiens), Q9NZ20; QFRET BODIPY PC-A2 liposome hydrolysis, fluorescence; inhibition, % at 12.2 µM; hit rate 0.56% among 370,000; AID 743126, 2013;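 active = inhibition above mean plus 3 SD of compounds lying within the high and low control bounds, cut at about 19% in these data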;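 note: 0% = median of test compound wells and 100% = no enzyme DMSO wells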
Numbers without * were called inactive; i = inactive; / = no result given.

| Molecule | PLCg1 inh | ASAP1 inh | PLC-beta3 inh | NR1D1 modulator | UHRF1 binding | ARFGAP1 inh | Tn6 DDE FP | Tn7 DDE FP | KLK7 zymogen act | HGIII-sPLA2 inh |
| --- | --- | --- | --- | --- | --- | --- | --- | --- | --- | --- |
| Cc1ccc(Nc2c(-c3ccco3)nc3ccccn23)cc1 | i | 8 | i | 2 | 6 | 0 | -3 | 1 | -26 | 16 |
| CC(=O)N1CCN(S(=O)(=O)c2cccc(C(=O)Nc3ccc4c(c3)CCC4)c2)CC1 | -1 | -4 | 8 | -2 | -2 | -9 | 4 | 4 | 0.7 | -7 |
| COc1ccc(S(=O)(=O)NC2CC2)cc1C(=O)N1CCOCC1 | 1 | -3 | 0 | -2 | -1 | -2 | -1 | 1 | -0.4 | 2 |
| NS(=O)(=O)c1ccc(-c2ccc(/C=C3\NC(=S)NC3=O)o2)cc1 | -5 | -7 | -11 | -1 | -6 | 6 | -4 | 2 | 1.6 | -2 |
| CC(C)CC(c1nnnn1CC1CCCO1)N1CCN(C2CCCC2)CC1 (stereo not drawn) | 2 | 1 | -1 | -2 | -1 | 10 | -1 | 3 | 0.0 | 4 |
| Cn1nnnc1Sc1ncnc2scc(-c3cccc(S(C)(=O)=O)c3)c12 | -2 | 5 | -4 | 4 | -1 | 4 | 4 | 6 | -0.1 | 11 |
| Cc1ccc(C(=O)Nc2ccc3c(c2)OCCO3)c(C)c1 | 0 | -2 | -5 | 2 | 3 | 5 | 2 | 1 | 0.2 | 2 |
| COc1cccc(-c2noc(N)c2C#N)c1 | 4 | -6 | -1 | -3 | -1 | 1 | 8 | -3 | 0.4 | -3 |
| O=C(CN1C(=O)CCSc2ccc(S(=O)(=O)N3CCOCC3)cc21)Nc1ccccc1Cl | -3 | -3 | -11 | -2 | 6 | 7 | -10 | 2 | -0.2 | -13 |
| O=C(Nc1ccccc1)C1CC2CCCC(C1)C2=O (stereo not drawn) | 4 | 1 | 2 | 4 | 15 | 0 | 4 | 6 | -0.6 | 17 |
| Cc1ccc2nc(-c3sc4nc(C)cc(C)c4c3N)[nH]c2c1 | -108 | -9 | -156 | 3 | 2 | -3 | -3 | -2 | -10 | 2 |
| COc1cccc(-c2cnc3c(NC=O)cc(-c4cccc(C(=O)N(C)C)c4)cn23)c1 | -26 | 0 | -44 | 3 | -5 | -1 | 0 | 1 | 0.5 | -7 |
| CC1CN(C(=O)COC(=O)c2ccc(N(C)C)cc2)CC(C)O1 (stereo not drawn) | 2 | -10 | -3 | -5 | -1 | 6 | 8 | 8 | 0.2 | 5 |
| COC(=O)[C@H](CCSC)NC(=O)NCc1ccc(S(N)(=O)=O)cc1 | 1 | -1 | -1 | 1 | 3 | -4 | -7 | 1 | -0.2 | 1 |
| CC(C)C(=O)NC(Nc1ccccc1F)C(Cl)(Cl)Cl (stereo not drawn) | -2 | -12 | -2 | -2 | 7 | -6 | 3 | 6 | -0.8 | 1 |
| CC(=O)N1CCN2C(=O)C1CCCC(=O)c1cc(C3CCCCC3)ccc12 (stereo not drawn) | 0 | -1 | 2 | 0 | -4 | -15 | 12 | 5 | 0.3 | 1 |
| CC1CCCN(C(=O)C2COc3ccccc3O2)C1 (stereo not drawn) | 2 | -8 | -5 | 1 | 0 | -6 | 3 | 4 | -0.4 | 4 |
| C[C@@H]1CCCCO[C@@H](CN(C)CC2CCCCC2)[C@@H](C)CN([C@H](C)CO)C(=O)c2cc(NC(=O)Nc3ccc4c(c3)OCO4)ccc2O1 | -1 | 6 | -4 | -4 | 2 | -17 | -8 | 1 | 0.3 | -17 |
| Cc1cc(C(=O)N/N=C2\CC(=O)CC(C)(C)C2)c(C)n1-c1ccccc1 | -2 | 2 | -3 | 11 | -3 | 8 | -6 | -5 | 0.9 | -1 |
| Cc1c(CNCC(C)c2ccccc2)c(C(=O)O)c(C)n1Cc1ccccc1 (stereo not drawn) | 1 | 4 | -1 | -5 | 1 | -2 | -3 | 4 | 0.1 | -2 |
| O=C(CCC(=O)c1ccc(F)cc1)OCc1nnc(-c2ccc([N+](=O)[O-])cc2)o1 | 1 | 12 | -11 | 2 | 0 | -6 | 0 | -4 | -0.1 | 3 |
| O=C(CSc1ccc(Cl)cc1)NN=C1CCCCCC1 | 0 | 9 | 0 | -6 | 2 | 0 | 2 | -7 | -0.1 | 2 |
| CS(=O)(=O)N1CCc2cc(C(=O)N3CCCC3)ccc21 | -2 | -3 | -3 | -3 | -2 | -5 | 2 | -4 | -0.2 | 7 |
| COc1ccc(C2C(C(=O)Nc3cc(OC)c(OC)c(OC)c3)CCC(=O)N2c2ccc(OC)cc2)cc1 (stereo not drawn) | -1 | / | -2 | 0 | 1 | / | -4 | 2 | 0.1 | -3 |
| CN(C)c1ccc(C(C(=O)NC2CCCC2)N(C(=O)c2ccco2)C2CC2)cc1 (stereo not drawn) | -1 | 20 | -7 | 0 | 1 | 1 | 2 | 3 | 0.0 | 2 |
| CCN(CC)c1ccc(/C=N/N2C(C)CCCC2C)c(O)c1 (stereo not drawn) | -25 | -5 | -46 | -4 | -1 | -7 | -2 | 9 | -2.0 | 3 |
| COc1ccc(C=C2CCc3ccccc3C2=O)cc1 | -5 | -10 | -9 | -4 | 0 | 3 | -4 | -3 | -1.7 | -3 |
| COCCCN1C(=O)c2ccc(C(=O)NCc3ccco3)cc2C1=O | -1 | -2 | -2 | 4 | -2 | 12 | 3 | 5 | -0.4 | 7 |
| NC(=O)N/N=C/c1cc(Br)ccc1OCC(=O)NCc1ccccc1 | -2 | 3 | 0 | -2 | 9 | 6 | 1 | -4 | 0.0 | 3 |
| Cc1onc(-c2ccccc2Cl)c1C(=O)NC(=S)NCc1cccnc1 | 3 | 1 | 1 | -2 | 0 | 0 | -6 | 6 | 0.4 | 4 |
| Cc1ccc(NC(=O)c2onc(C)c2Cl)cc1 | 3 | 2 | 4 | 10 | 1 | 7 | 2 | -3 | -0.3 | -2 |
| COc1ccc(NC2CCN(C3CC(=O)N(c4ccc(F)c(Cl)c4)C3=O)CC2)cc1 (stereo not drawn) | -2 | 3 | 1 | -1 | 1 | 9 | -2 | -9 | 0.5 | -7 |
| Cc1onc(-c2ccccc2)c1C(=O)N/N=C/c1cc2c(cc1Br)OCO2 | 1 | 2 | 2 | 1 | 3 | -2 | -3 | 5 | -0.4 | 0 |
| COc1ccc(OCC(C)CN2CCC(C(O)(c3ccccc3)c3ccccc3)CC2)cc1 (stereo not drawn) | 6 | / | 8 | 1 | 3 | / | -3 | -7 | -0.3 | 0 |
| COc1ccc2cc(C(=O)C3CCCN(C(=O)CCc4cnn(C)c4)C3)ccc2c1 (stereo not drawn) | -443 | 7 | -466 | 4 | 1 | 3 | -2 | -7 | -3.5 | -5 |
| O=C(Nc1ccccc1C(=O)N1CCN(Cc2ccccc2)CC1)c1ccccc1 | 3 | 8 | -6 | -1 | -2 | 2 | 6 | -4 | 0.2 | -4 |
| CCCCCN1CSC(=S)N(Cc2ccccc2)C1 | -3 | -11 | -2 | -3 | -3 | 4 | -8 | 0 | -0.2 | 1 |
| Cc1ccc(C)c(NC(=O)CN(C)S(=O)(=O)c2ccccc2)c1 | 2 | 4 | 0 | -1 | -2 | -18 | -7 | -1 | -0.2 | 0 |
| O=c1cc(CSc2nnc(-c3ccco3)o2)c2ccccc2[nH]1 | 0 | -2 | 4 | 4 | 1 | -1 | -6 | 1 | 0.2 | -3 |
| Cc1cc(Cl)ccc1OCC(=O)Nc1ccccc1N1CCOCC1 | 0 | -10 | -6 | 6 | -1 | 10 | 7 | 0 | -0.8 | -4 |
| CC1(C)C(=O)OC(C(=O)c2ccccc2)C2(CCCCC2)C1=O (stereo not drawn) | 3 | 0 | 3 | -1 | 3 | 21 | 0 | -1 | -0.3 | 7 |
| CCOC(=O)c1ccc(CNC(=O)Cn2nnc(-c3ccccc3)n2)o1 | 2 | 1 | -2 | 0 | 0 | 5 | 1 | -4 | 0.5 | -5 |
| CN(Cc1ccccc1Cl)C(=O)C1CCC(=O)N(CCc2cccc(F)c2)C1 (stereo not drawn) | -4 | 3 | -5 | -4 | 2 | 5 | -3 | 3 | 0.1 | -2 |
| O=C(Nc1ccccc1)c1cc(C2COCCN2C(=O)CCCc2ccccc2)on1 (stereo not drawn) | -1 | 5 | -1 | 3 | 2 | -7 | -2 | 3 | -0.1 | -2 |
| COc1ccccc1NS(=O)(=O)c1cc(NC(=O)c2ccc(=O)[nH]c2)ccc1N1CCOCC1 | -3 | 15 | -2 | 1 | -4 | 7 | -5 | 2 | -0.3 | -18 |
| CC(CC(=O)NCc1ccc(F)cc1)c1ccccc1 (stereo not drawn) | 1 | 11 | -5 | 1 | 0 | 9 | -1 | 1 | 0.5 | 1 |
| CN(C)C(CNC(=O)c1ccc(S(=O)(=O)Nc2ccccc2F)cc1)c1ccccc1 (stereo not drawn) | -1 | -10 | -7 | 2 | -1 | 13 | -5 | -2 | -0.5 | -8 |
| Cc1cc(NC(=O)c2cccnc2Cl)ccc1NC(=O)c1cc2ccccc2o1 | 1 | 5 | -4 | 3 | -1 | 0 | -7 | -2 | 0.3 | 1 |
| COc1cc(C)c(CN2CCSCC2)cc1C | 4 | 8 | -2 | -4 | 3 | -7 | 2 | -5 | 0.2 | 8 |
| CC1CCCCN1Cc1ccc(-c2nn[nH]n2)cc1 (stereo not drawn) | -3 | -5 | 0 | 0 | -1 | -2 | 0 | -3 | -0.3 | -1 |
| CCCCCCCCCCCCN1C/C(=C\C(=O)OCC)c2cc(C(F)(F)F)ccc2S1(=O)=O | 1 | 9 | 1 | 0 | -6 | 1 | 4 | -1 | 0.3 | -4 |

Some values from the list.
`CC(CC(=O)NCc1ccc(F)cc1)c1ccccc1` (stereo not drawn) in ASAP1 inh has 11
`Cc1cc(NC(=O)c2cccnc2Cl)ccc1NC(=O)c1cc2ccccc2o1` in NR1D1 modulator has 3
